Myeloid diff 2: compounds promoting myeloid differentiation; ER-HoxA9 myeloid progenitors, lysozyme-GFP differentiation, flow cytometry; calls only at 10 µM; hit rate 1% among 360,000;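 active means normalized GFP-positive differentiation at or above the plate's own cutoff, the solvent-only control mean plus 3 SD; inconclusive means no clear call, values can overlap the other calls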;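 further: cells exposed to compound for four days before flow analysis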
Myeloid diff 2 GFP+ MAC1+ %: recorded beside Myeloid diff 2, whose call it bears; GFP+ MAC1+ double positive, %; measured here: differentiation confirmed by MAC1 staining
Numbers without * were called inactive; & = joins results of further samples. The list is partial (hit frequency here may not be typical).

What do the screens show for `CC(=O)C1C(N2CC2)CC2C3CCC4=CC(=O)CCC4(C)C3CCC21C` (stereo unspecified)?
Myeloid diff 2: inactive; Myeloid diff 2 GFP+ MAC1+ %: 0.9

Results for COC(=O)C1=C(c2ccc(OCc3ccccc3)cc2)C[C@@H]2CC[C@H]1N2C(=O)NCCc1ccc(F)cc1 ?
Myeloid diff 2: inactive; Myeloid diff 2 GFP+ MAC1+ %: 0.6

How did COC(=O)C1=C(c2ccc(-c3ccccc3)c(F)c2)C[C@@H]2CC[C@H]1N2C(=O)NCCOc1ccc(OC)cc1 do in these assays?
Myeloid diff 2: inactive; Myeloid diff 2 GFP+ MAC1+ %: 1.6

Results for O=C1CC=C2C3CC4N(CCC45c4ccccc4N1C25)CC3=CCO (stereo unspecified) ?
Myeloid diff 2: inactive; Myeloid diff 2 GFP+ MAC1+ %: 1.0

Results for Cc1ccccc1NC(=O)Cc1nc(COC(=O)Cc2ccccc2)cs1 ?
Myeloid diff 2: inactive; Myeloid diff 2 GFP+ MAC1+ %: 1.3

What do the screens show for `O=C(NC1CCCCC1)[C@@H]1CC=C[C@@H]2CCN(Cc3ccccc3)C(=O)[C@@H]21`?
Myeloid diff 2: inactive; Myeloid diff 2 GFP+ MAC1+ %: 0.9

How did COc1cc2c(cc1OC)C1[C@H]3C(=CC[C@H]1OC2O)CCN3C (stereo partly specified) do in these assays?
Myeloid diff 2: inactive; Myeloid diff 2 GFP+ MAC1+ %: 2.0

How did CC1([N+](=O)[O-])COP(=O)(NCc2cccnc2)OC1 (stereo unspecified) do in these assays?
Myeloid diff 2: inactive; Myeloid diff 2 GFP+ MAC1+ %: 1.6

Results for CCOc1ccc(-c2cc(C(=O)N3CCC4(CC3)OCCO4)c3ccccc3n2)cc1 ?
Myeloid diff 2: inactive; Myeloid diff 2 GFP+ MAC1+ %: 0.8

What do the screens show for `O=c1[nH]c2ccccc2n1C1CCN(C(CCc2ccccc2)c2nnnn2-c2ccc3c(c2)OCCO3)CC1` (stereo unspecified)?
Myeloid diff 2: inactive; Myeloid diff 2 GFP+ MAC1+ %: 2.5

How did CCCC1CCCCC12C(=O)NC(=O)NC2=O (stereo unspecified) do in these assays?
Myeloid diff 2: inactive; Myeloid diff 2 GFP+ MAC1+ %: 0.9

Results for CC1=C2CCC3C(CCC4=CC(=O)CCC43C)C2CC1 (stereo unspecified) ?
Myeloid diff 2: inactive; Myeloid diff 2 GFP+ MAC1+ %: 0.7

Results for CN1CCCC1CCOC(C)(c1ccccc1)c1ccc(Cl)cc1 (stereo unspecified) ?
Myeloid diff 2: inactive; Myeloid diff 2 GFP+ MAC1+ %: 4.7

How did CC1C(c2cccs2)=[N+]([O-])C(C)(C(=O)c2ccc(F)cc2)N1O (stereo unspecified) do in these assays?
Myeloid diff 2: inactive; Myeloid diff 2 GFP+ MAC1+ %: 5.3

Results for COc1cccc(C(c2nnnn2C2CCCCC2)N2CCC3(CC2)C(=O)NCN3c2ccccc2)c1OC (stereo unspecified) ?
Myeloid diff 2: inactive; Myeloid diff 2 GFP+ MAC1+ %: 1.8

How did CCc1ccccc1NC(=O)CN1CCN(C(=O)COc2ccccc2C#N)CC1 do in these assays?
Myeloid diff 2: inactive; Myeloid diff 2 GFP+ MAC1+ %: 0.8

What do the screens show for `C=CCC1(CCCCC)C(=O)NC(=S)NC1=O`?
Myeloid diff 2: inactive; Myeloid diff 2 GFP+ MAC1+ %: 1.2

What do the screens show for `COc1ccc(OC(=O)N(C)C[C@@H]2OCc3cnnn3CCCC(=O)N([C@@H](C)CO)C[C@H]2C)cc1`?
Myeloid diff 2: inactive; Myeloid diff 2 GFP+ MAC1+ %: 1.2

Results for CCCCCCC(C)(C)c1ccc([C@@H]2C[C@H](O)CC[C@H]2CCCO)c(O)c1 ?
Myeloid diff 2: inactive; Myeloid diff 2 GFP+ MAC1+ %: 0.4

Results for CC1CN1c1cc2c(c3c1ccn3C)C1CCC2C1 (stereo unspecified) ?
Myeloid diff 2: inactive; Myeloid diff 2 GFP+ MAC1+ %: 1.3

Results for O=C1NCN(c2ccccc2)C12CCN(C(c1cccc3ccccc13)c1nnnn1Cc1ccccc1)CC2 (stereo unspecified) ?
Myeloid diff 2: inactive; Myeloid diff 2 GFP+ MAC1+ %: 0.9

Results for Fc1cccc(-c2ccc3c(c2)CNCc2cnnn2-3)c1 ?
Myeloid diff 2: inactive; Myeloid diff 2 GFP+ MAC1+ %: 0.2

Results for COC(=O)C1=C(c2cc3ccccc3o2)C[C@@H]2CC[C@H]1N2C ?
Myeloid diff 2: inactive; Myeloid diff 2 GFP+ MAC1+ %: 1.4

How did NC(Cc1ccc(Cl)cc1)c1csc(Nc2ncccn2)n1 (stereo unspecified) do in these assays?
Myeloid diff 2: active; Myeloid diff 2 GFP+ MAC1+ %: 9.6*

How did CC(N)Cc1c[nH]c2ccc(OCc3cccs3)cc12 (stereo unspecified) do in these assays?
Myeloid diff 2: inactive; Myeloid diff 2 GFP+ MAC1+ %: 1.5

How did Nc1ccc2ccccc2c1 do in these assays?
Myeloid diff 2: inactive; Myeloid diff 2 GFP+ MAC1+ %: 1.8

Results for CC1=C(O)C(=O)C=C2C1=CC=C1C2(C)CCC2(C)C3CC(C)(C(=O)O)CCC3(C)CCC12C (stereo unspecified) ?
Myeloid diff 2: inconclusive

Results for COC(=O)C1=C(c2cc3ccccc3o2)C[C@@H]2CC[C@H]1N2C(=O)NCCO ?
Myeloid diff 2: inactive; Myeloid diff 2 GFP+ MAC1+ %: 1.6

How did O=C1c2ccccc2-n2nnnc2C2c3ccccc3-n3nncc3CN12 (stereo unspecified) do in these assays?
Myeloid diff 2: inactive; Myeloid diff 2 GFP+ MAC1+ %: 0.8

What do the screens show for `COC(=O)C1=C(c2ccccc2OCc2ccccc2)C[C@@H]2CC[C@H]1N2C(=O)NCc1ccc(Br)cc1`?
Myeloid diff 2: inactive; Myeloid diff 2 GFP+ MAC1+ %: 1.0

What do the screens show for `COC(=O)C1=C(c2c(C)noc2C)C[C@@H]2CC[C@H]1N2C(=O)NC(C)C`?
Myeloid diff 2: inactive; Myeloid diff 2 GFP+ MAC1+ %: 0.4

Results for CN(C)c1ccc([N+](=O)[O-])c([N+](=O)[O-])c1 ?
Myeloid diff 2: inactive; Myeloid diff 2 GFP+ MAC1+ %: 1.7

How did O=C(CCc1ccccc1)N1Cc2cc(N3CCOCC3)ccc2-n2nncc2C1 do in these assays?
Myeloid diff 2: inactive; Myeloid diff 2 GFP+ MAC1+ %: 0.6

Results for Nc1ccc(CCN2CCN(c3cccc(C(F)(F)F)c3)CC2)cc1 ?
Myeloid diff 2: inactive; Myeloid diff 2 GFP+ MAC1+ %: 0.9

What do the screens show for `Cc1nc2cc(OC(=O)N(C)Cc3cccc(-c4ccncc4)c3)ccc2s1`?
Myeloid diff 2: inactive; Myeloid diff 2 GFP+ MAC1+ %: 1.1

What do the screens show for `C[C@]12CCC3C(CC[C@H]4C[C@H](O)CC[C@]34C)C1C[C@@H](O)[C@@H]2O` (stereo partly specified)?
Myeloid diff 2: inactive; Myeloid diff 2 GFP+ MAC1+ %: 1.4

How did O=C1NCN(c2ccccc2)C12CCN(C(c1cccc3ccccc13)c1nnnn1C1CCCCC1)CC2 (stereo unspecified) do in these assays?
Myeloid diff 2: inactive; Myeloid diff 2 GFP+ MAC1+ %: 0.6

How did NC(Cc1ccccc1Cl)c1nn[nH]n1 (stereo unspecified) do in these assays?
Myeloid diff 2: inactive; Myeloid diff 2 GFP+ MAC1+ %: 0.3

Results for Cc1nn(CC(C)C)c(Cl)c1C(=O)NC1CCCC1 ?
Myeloid diff 2: inactive; Myeloid diff 2 GFP+ MAC1+ %: 1.4

What do the screens show for `O=P(OC1=CCCCC1)(c1ccccc1)c1ccccc1`?
Myeloid diff 2: inactive; Myeloid diff 2 GFP+ MAC1+ %: 1.4

Random excerpt: 4 entries already listed.
What do the screens show for `C[C@]12CCC3C(CC[C@H]4C[C@H](O)CC[C@]34C)C1C[C@@H](O)[C@@H]2O` (stereo partly specified)?
Myeloid diff 2: inactive; Myeloid diff 2 GFP+ MAC1+ %: 1.4

How did O=C1NCN(c2ccccc2)C12CCN(C(c1cccc3ccccc13)c1nnnn1C1CCCCC1)CC2 (stereo unspecified) do in these assays?
Myeloid diff 2: inactive; Myeloid diff 2 GFP+ MAC1+ %: 0.6

Results for CN(C)c1ccc([N+](=O)[O-])c([N+](=O)[O-])c1 ?
Myeloid diff 2: inactive; Myeloid diff 2 GFP+ MAC1+ %: 1.7

Results for Nc1ccc(CCN2CCN(c3cccc(C(F)(F)F)c3)CC2)cc1 ?
Myeloid diff 2: inactive; Myeloid diff 2 GFP+ MAC1+ %: 0.9

The list goes on:
What do the screens show for `CCCCn1nnnc1C(CCc1ccccc1)N1CCC(n2c(=O)[nH]c3ccccc32)CC1` (stereo unspecified)?
Myeloid diff 2: inactive; Myeloid diff 2 GFP+ MAC1+ %: 1.3

Results for C=CCC1(CC)C(=O)NC(=S)NC1=O ?
Myeloid diff 2: inactive; Myeloid diff 2 GFP+ MAC1+ %: 0.6

Results for CC(=O)C1CCC2(O)C3CCC4=CC(=O)CCC4(C)C3CCC12C (stereo unspecified) ?
Myeloid diff 2: inactive; Myeloid diff 2 GFP+ MAC1+ %: 0.6

Results for COC(=O)c1cn(Cc2ccc(F)cc2)c2ccccc12 ?
Myeloid diff 2: inactive; Myeloid diff 2 GFP+ MAC1+ %: 1.4

What do the screens show for `COC(=O)C1=C(c2cccc(OC)c2OC)C[C@@H]2CC[C@H]1N2C(=O)N1CCCCC1`?
Myeloid diff 2: inactive; Myeloid diff 2 GFP+ MAC1+ %: 1.3

What do the screens show for `NC1CC2CCCCC2CC1(O)c1ccccc1` (stereo unspecified)?
Myeloid diff 2: inactive; Myeloid diff 2 GFP+ MAC1+ %: 0.3

How did COC(=O)C1=C(c2ccc(OCc3ccccc3)cc2)C[C@@H]2CC[C@H]1N2C(=O)NCc1ccccc1OC do in these assays?
Myeloid diff 2: inactive; Myeloid diff 2 GFP+ MAC1+ %: 1.8

How did COC(=O)C1=C(c2ccc(OCc3ccccc3)cc2)C[C@@H]2CC[C@H]1N2C(=O)NCc1ccc(OC)cc1 do in these assays?
Myeloid diff 2: inactive; Myeloid diff 2 GFP+ MAC1+ %: 1.0

How did CCN(C=C1CC2C3CC=C4CC(O)CCC4(C)C3CCC2(C)C1=O)CC (stereo unspecified) do in these assays?
Myeloid diff 2: inactive; Myeloid diff 2 GFP+ MAC1+ %: 0.3

What do the screens show for `Cc1cc(C(=O)OC(C)C(=O)Nc2ccccc2)c(C)n1C1CC1` (stereo unspecified)?
Myeloid diff 2: inactive; Myeloid diff 2 GFP+ MAC1+ %: 1.1

Of the compounds above, two have a thiophene ring, fused or not:
How did CC1C(c2cccs2)=[N+]([O-])C(C)(C(=O)c2ccc(F)cc2)N1O (stereo unspecified) do in these assays?
Myeloid diff 2: inactive; Myeloid diff 2 GFP+ MAC1+ %: 5.3

How did CC(N)Cc1c[nH]c2ccc(OCc3cccs3)cc12 (stereo unspecified) do in these assays?
Myeloid diff 2: inactive; Myeloid diff 2 GFP+ MAC1+ %: 1.5

Next part.
How did COc1ccc(-c2nn(Cc3ccccc3)cc2C(=O)NC2CC2)cc1OC do in these assays?
Myeloid diff 2: inactive; Myeloid diff 2 GFP+ MAC1+ %: 0.2

How did C[C@]12N[C@H](Cc3ccccc31)c1ccccc12 do in these assays?
Myeloid diff 2: inactive; Myeloid diff 2 GFP+ MAC1+ %: 2.6&1.0

How did CCOC(=O)CNC(=O)N1Cc2cc(-c3ccccc3)ccc2-n2nncc2C1 do in these assays?
Myeloid diff 2: inactive; Myeloid diff 2 GFP+ MAC1+ %: 0.3

What do the screens show for `C[C@]12CC[C@H](O)C[C@H]1CC[C@@H]1[C@@H]2CC[C@]2(C)[C@@H](C3=CC(=O)OC3)CC[C@]12O`?
Myeloid diff 2: inactive; Myeloid diff 2 GFP+ MAC1+ %: 1.0

What do the screens show for `COC(=O)C1=C(c2ccc(F)cc2OCc2ccccc2)C[C@@H]2CC[C@H]1N2C(=O)NCc1ccc2[nH]ccc2c1`?
Myeloid diff 2: inactive; Myeloid diff 2 GFP+ MAC1+ %: 3.7

Results for COC(=O)C1=C(c2cccc(OC)c2OC)C[C@@H]2CC[C@H]1N2C(=O)NCC1CC1 ?
Myeloid diff 2: inactive; Myeloid diff 2 GFP+ MAC1+ %: 1.6

How did CCCOC(=O)c1ccccc1C(=O)OCCC do in these assays?
Myeloid diff 2: inactive; Myeloid diff 2 GFP+ MAC1+ %: 1.5

How did COc1ccc(NC(=S)N2Cc3ccccc3-n3nncc3C2)c(OC)c1 do in these assays?
Myeloid diff 2: inactive; Myeloid diff 2 GFP+ MAC1+ %: 1.9

Results for COC(=O)C1=C(c2ccc(OC(F)(F)F)cc2)C[C@@H]2CC[C@H]1N2C(=O)N1CCOCC1 ?
Myeloid diff 2: inactive; Myeloid diff 2 GFP+ MAC1+ %: 2.2

What do the screens show for `CC(C)(C)C1(CCO)C(=O)NC(=S)NC1=O`?
Myeloid diff 2: inactive; Myeloid diff 2 GFP+ MAC1+ %: 0.6

Results for O=C1NC(=O)C(C2CCOC2=O)N1 (stereo unspecified) ?
Myeloid diff 2: inactive; Myeloid diff 2 GFP+ MAC1+ %: 0.8

What do the screens show for `C[C@H](CO)N1C[C@H](C)[C@H](CN(C)C(=O)Oc2ccccc2)OCc2cnnn2CCCC1=O`?
Myeloid diff 2: inactive; Myeloid diff 2 GFP+ MAC1+ %: 1.6

Results for CCC1(CC)C(=O)NC(=O)N(CCc2ccccn2)C1=O ?
Myeloid diff 2: inactive; Myeloid diff 2 GFP+ MAC1+ %: 0.5

What do the screens show for `COc1ccc(-n2nnnc2C(c2cccc3ccccc23)N2CCC3(CC2)C(=O)NCN3c2ccccc2)cc1` (stereo unspecified)?
Myeloid diff 2: inactive; Myeloid diff 2 GFP+ MAC1+ %: 1.6

Results for Cc1ccc(-c2cc(-c3ccccc3)cc(-c3ccccc3)[n+]2-c2ccccc2C(=O)O)cc1 ?
Myeloid diff 2: inactive; Myeloid diff 2 GFP+ MAC1+ %: 0.3

What do the screens show for `Cc1ccccc1-n1c(C)nc2ccsc2c1=O`?
Myeloid diff 2: inactive; Myeloid diff 2 GFP+ MAC1+ %: 1.0

Screening data from PubChem BioAssay.
